INS-1E GSIS act – GLuc luminescence reporter in INS-1E cells, primary screen for activators of glucose-dependent secretion of insulin. INS-1E GLuc reporter insulin secretion, 2-3 h. activation, % at 16.6 µM. 370,000 compounds, 0.61% hits;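 active = lowest replicate activation of at least 40%, so every replicate reaches that level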;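 also: 0% = median of neutral control wells and 100% = median of IBMX positive control wells; some compounds called inactive have numbers as strong as hits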
miR122 inh – blocks miR-122 activity in Huh7 sensor cells. Huh7 miR-122 Renilla luciferase sensor, 48 h; neutral wells = 0, positive control = 100. activation (reporter increase), % at 12.5 µM. 340,000 compounds, 0.3% hits. AID 602342;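 active = mean replicate activation score at least 90 and every replicate individually at or above 90; inconclusive = only one of the two criteria met; inactive = neither criterion met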;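 also: higher luciferase means less miR-122 activity so hits act as miR-122 inhibitors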
DENV2 CPE – inhibitors of DENV2 cytopathic effect; DENV2-infected cells, cytopathic effect rescue, plate reader; CPE inhibition, % at 9.99 µM; 350,000 compounds, 1.7% hits; in the data active = CPE inhibition above about 20%, passing the limit was not always enough; inconclusive = no clear call, values can overlap the other calls; tested in BHK-21 cells;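 also: 0% = median of neutral control wells and 100% = median of positive control wells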
PAX8 reporter – PAX8 transcriptional activity inhibition; 360,000 compounds, 1.2% hits; RMG-I TPO-luciferase reporter, SteadyGlo, 24 h; inhibition, % at 12.6 µM; AID 652154;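 active = mean replicate inhibition at least 60% with every replicate also reaching 60%; inconclusive = only one of the two criteria is met; inactive = mean below 60% and not all replicates reaching 60%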;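 also: luciferase light reporting Pax8 driven TPO promoter activity; plate controls were median of neutral control wells for no effect and mitoxantrone controls for full effect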
EWS-Fli inh – blocks EWS/Fli oncoprotein-driven transcription; inhibition, % at 12.6 µM; 350,000 compounds, 0.67% hits; AID 651661; A673 NR0B1-luciferase reporter, viability-normalised;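 active = mean inhibition of at least 50% after viability correction, with every replicate also passing that limit; inconclusive = mean reaches 50% but only one of two replicates passes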;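 also: firefly luciferase signal divided by Alamar Blue viability fluorescence both relative to DMSO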
FN deposition inh – fibronectin deposition inhibition. AH1F fibroblasts, Alexa488-fibronectin deposition fluorescence, overnight. inhibition, % at 12.6 µM. 350,000 compounds, 0.086% hits. AID 743247;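 active = mean inhibition across replicates of 30% or more, regardless of how many single replicates reach that level; inconclusive = mean under 30% yet at least half of replicates reach 30%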;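 also: positive control wells lacked labelled fibronectin entirely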
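Assay system: AH1F fibroblast monolayer, labelled fibronectin deposition. Amount: 10000 cells per well. Also added: labelled fibronectin 24 nM. Compound: single-point pinned compound. Incubation: cell attachment 1 h, compound and FN exposure overnight. Detection: fluorescence after three HBSS washes, excitation 485 nm, emission 525 nm. Read-out: inhibition of fibronectin deposition signal.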
F508del corr – CFTR F508del correction in bronchial cells | CFBE cells, YFP halide quenching; stimulated with forskolin plus potentiator P3; % fluorescence drop versus neutral controls | activity (quench increase), % at 7.58 µM | 350,000 compounds, 0.36% hits | AID 720511;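 active = mean added fluorescence quench of at least 8% versus neutral control, with both replicates also reaching 8%; inconclusive = only one of the mean or replicate conditions met; inactive = mean below 8% and not both replicates reaching 8%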;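 also: cells transiently co-express mutant CFTR-F508del with the halide-sensitive YFP; corrector assay measuring rescue of mutant channel to the surface after 24 h compound exposure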
Active calls of the source: *; ? = inconclusive; nt = no result given; [ ] = another dose, or the depositor's remark.

Start of the data: the first four records, ahead of the listing:
SMILES	INS-1E GSIS act	miR122 inh	DENV2 CPE	PAX8 reporter	EWS-Fli inh	FN deposition inh	F508del corr
Cc1ccc(C(CC(=O)O)NC(=O)CN2C(=O)c3ccccc3C2=O)cc1 (centres undefined)	2	-4	7	7	4	-2	2.1
CCOC(=O)c1cnn(-c2ccccc2)c1-n1cccc1	nt	-5	nt	12	nt	6	nt
O=C(N[C@@H]1CC[C@H](CCn2cc(-c3ccccn3)nn2)O[C@H]1CO)c1ccccc1	11	nt	-1	nt	2	nt	2.0
COc1ccc(OC)c(C=Nc2ccccc2-c2nc3ccccc3[nH]2)c1	10	nt	-6	29	-31	0	-1.2

Main list, repeating the preview:
SMILES	INS-1E GSIS act	miR122 inh	DENV2 CPE	PAX8 reporter	EWS-Fli inh	FN deposition inh	F508del corr
Cc1ccc(C(CC(=O)O)NC(=O)CN2C(=O)c3ccccc3C2=O)cc1 (centres undefined)	2	-4	7	7	4	-2	2.1
CCOC(=O)c1cnn(-c2ccccc2)c1-n1cccc1	nt	-5	nt	12	nt	6	nt
O=C(N[C@@H]1CC[C@H](CCn2cc(-c3ccccn3)nn2)O[C@H]1CO)c1ccccc1	11	nt	-1	nt	2	nt	2.0
COc1ccc(OC)c(C=Nc2ccccc2-c2nc3ccccc3[nH]2)c1	10	nt	-6	29	-31	0	-1.2
COc1cccc2cc(C(=O)OCc3ccccc3)c(=O)oc12	-40	0	-6	-10	2	3	-1.0
C/C=C/c1ccc([C@@H]2[C@@H](CO)N[C@@H]2CN(C(=O)C2CCC2)C(C)C)cc1	3	25[16.7 µM]	-10	-12	-5	-3	1.5
Cc1cc(O)cc(=O)n1-c1ccc(OC(F)F)cc1	13	nt	-3	-2	-6	-8	2.5
Cc1ccccc1N1CCN(C(=O)NCc2cccc(Cl)c2)CC1	-38	-9	0	25	-2	3	0.1
Cc1cccc(Nc2nnc(SCC(=O)NC(=O)CN3CCCC3=O)s2)c1	27	1	-2	-1	-10	0	-2.4
C[C@@H]1CCCCO[C@@H](CN(C)S(=O)(=O)c2cn(C)cn2)[C@H](C)CN([C@H](C)CO)C(=O)c2cc(NC(=O)Cc3ccccc3)ccc2O1	2	8[16.7 µM]	-10	-16	-4	nt	-0.4
O=C(CN1C(=O)CSc2ccc(S(=O)(=O)N3CCOCC3)cc21)NCc1cccnc1	14	1	-4	0	-5	-1	-2.9
Cc1ccsc1C(=O)NCc1ccc(Cl)cc1	nt	-5	1	8	-2	-5	-0.6
COC(=O)/C(=C\c1ccc(O)cc1)c1nc2ccccc2[nH]1	-12	nt	5	-37	-26	8	2.1
CNC[C@H]1Oc2ccc(NS(=O)(=O)c3ccc(Cl)cc3)cc2CC(=O)N([C@@H](C)CO)C[C@@H]1C	-3	-1[16.7 µM]	27*	-5	3	-6	-2.9
CC(C)NC(=O)Nc1ccc2c(c1)C(=O)N([C@H](C)CO)C[C@@H](C)[C@H](CN(C)Cc1ccc(C(=O)O)cc1)OCCCC[C@@H](C)O2	23	6[16.7 µM]	-2	5	-4	-5	0.9
O=C(O)CCc1ccc(-c2ccc(Cl)cc2)n1NC(=O)c1ccc(O)cc1	4	-5	-8	2	-2	-5	1.5
CO[C@@H]1CN(C)C(=O)c2cc(NC(=O)Cc3ccccc3)ccc2OC[C@@H](C)N(C(C)=O)C[C@H]1C	-7	nt	-1	-5	1	15	-2.3
Cc1ccc(C)c(N(C)C(=O)COc2cc(=O)n(C)c3ccccc23)c1	3	nt	6	-10	-1	-7	-6.4
COc1cc(/C=N/NC(=O)C(=O)NCC2CCCO2)ccc1OCC(=O)N1CCOCC1 (centres undefined)	11	nt	-5	9	4	0	-3.3
COc1ccc(N2CCN(C(=O)C3CCCN(c4ncnc5c4nc4n5CCCCC4)C3)CC2)cc1 (centres undefined)	13	-7	-1	35	8	1	0.3
CCN(C(=O)COc1ccc(F)cc1Br)c1c(N)n(Cc2ccccc2)c(=O)[nH]c1=O	-7	1	11	5	-8	2	-4.4
CC(=O)c1cccc(NC(=S)NC2CCCCCCC2)c1	-27	37	?	nt	-2	4	-0.4
CCCCN(CCCC)C(=O)C[n+]1cccc(/C=N/O)c1	-6	1	2	-2	5	0	-1.8
Cc1c(CC(=O)NCCCC(=O)O)c(=O)oc2c(C)c3oc4c(c3cc12)CCCC4	2	8	15	-8	4	-12	2.2
CCn1c(NC(=O)c2ccccc2F)c(-c2cccs2)c(=O)c2ccccc21	nt	nt	3	7	8	-15	0.3

Going on with the list:
SMILES	INS-1E GSIS act	miR122 inh	DENV2 CPE	PAX8 reporter	EWS-Fli inh	FN deposition inh	F508del corr
CCc1nc2ccccc2n(CCOCCn2c(=O)c(CC)nc3ccccc32)c1=O	22	-13	9	nt	7	nt	-4.5
C[C@@H](c1ccccc1)N1Cc2ccccc2Oc2cc(Br)ccc2S1(=O)=O	7	3	-3	19	4	-5	1.8
CCOC(=O)c1cnn(-c2cc(C)cc(C)c2)c1N	-2	-1	4	-22	-9	7	0.5
COc1cc2ncc(S(=O)(=O)c3ccccc3)c(N3CCCC(C)C3)c2cc1OC (centres undefined)	nt	nt	?	27	14	0	-0.2
CCCNC(=O)Nc1ccc2c(c1)OC[C@H](C)N(C(=O)C1CCC1)C[C@H](C)[C@@H](OC)CN(C)C2=O	-9	-4[16.7 µM]	4	-6	4	8	0.7
O=C(CN1CCN(C(C(=O)Nc2ccc(F)cc2)c2ccccc2)CC1)NC1CC1 (centres undefined)	-11	-11	-1	5	1	-8	0.1
CCS(=O)(=O)N1CCCCN2[C@@H](CO)[C@@H](c3ccc(-c4ccc(C(=O)N(C)C)cc4)cc3)[C@@H]2C1	0	2[16.7 µM]	-4	-4	-15	-4	1.3
COC(=O)c1ccc2nc(-c3ccc(OC)c(OC)c3)c(Cc3ccccc3)n2c1	nt	-1	-13	-3	3	-7	3.8
COc1ccccc1NC(=O)CN1CCN(c2ccccn2)CC1	10	-2	-1	nt	-4	nt	-1.3
C=CCn1c(N)cc(=O)nc1SCC(=O)Nc1ccc(C)cc1	-14	18	10	-20	1	3	2.4
COc1cccc(NC(=O)C(Sc2nc3ccccc3c(=O)n2CC(C)C)c2ccccc2)c1 (centres undefined)	8	nt	-6	-20	-3	-10	2.8
CCN1C(=O)[C@H]2[C@@H](c3ccc(-c4cc(C(C)=O)cs4)cc3)N3CCCC[C@@]3(C(=O)OC)[C@H]2C1=O	-1	-5	nt	1	5	2	5.0
CCN(CCC(=O)Nc1cc([N+](=O)[O-])ccc1OC)Cc1ccccc1	9	nt	nt	13	nt	3	nt
CC(C)CN(C[C@@H]1N[C@@H](CO)[C@H]1c1ccccc1)C(=O)CN(C)C	5	29[16.7 µM]	-7	-1	5	23	-1.3
CO[C@@H]1CN(C)C(=O)c2ccc(NC(=O)Nc3cc(F)ccc3F)cc2OC[C@H](C)NC[C@@H]1C	-8	5[16.7 µM]	8	nt	-14	-11	0.5
COc1ccc(C)cc1N	11	nt	19	nt	1	nt	1.5
COc1ccc(CN(C)C[C@H]2Oc3c(NC(=O)Nc4ccc(C(F)(F)F)cc4)cccc3C(=O)N([C@H](C)CO)C[C@@H]2C)cc1	nt	10[16.7 µM]	8	-1	4	nt	-3.2
C=CCNC(=O)c1ccc2c(=O)n(Cc3ccccc3OC)c(=S)[nH]c2c1	6	17	-2	-26	4	0	-2.0
O=C(NCCCn1cccn1)C1CCC(=O)N(CCc2ccccc2)C1 (centres undefined)	8	0	1	-2	nt	5	3.6
CC1CCCCN1Cc1ccc(-c2nnn(CC(=O)NC3CCCCC3)n2)cc1 (centres undefined)	nt	12	nt	-2	nt	-1	nt
O=C(C1CCCCN1S(=O)(=O)c1ccc(F)cc1)N1CCN(c2ccccc2F)CC1 (centres undefined)	-14	nt	5	15	-1	-8	-0.1
O=C(COC(=O)/C=C/c1cccc(C(F)(F)F)c1)Nc1cccc2ccccc12	3	nt	nt	-33	nt	-2	nt
CC1(C)C2([N+](=O)[O-])CN3CC1([N+](=O)[O-])CN(C2)C3C(O)C(O)C(O)CO (centres undefined)	6	0	-2	12	-5	2	0.8
O=C(Nc1cccc(OC(=O)c2ccco2)c1)c1ccco1	nt	4	nt	-19	nt	-3	nt
COc1ccc(N(CC(=O)N2CCOCC2)S(C)(=O)=O)c(OC)c1	-4	nt	-9	4	4	3	-1.0

The listing continues.
SMILES	INS-1E GSIS act	miR122 inh	DENV2 CPE	PAX8 reporter	EWS-Fli inh	FN deposition inh	F508del corr
CCN1CCN(C2=C(NS(=O)(=O)c3ccc(C)cc3)C(=O)c3ccccc3C2=O)CC1	-5	5	2	20	nt	-4	-0.2
O=C(C[C@@H]1C[C@H]2c3cc(NC(=O)Nc4ccc(F)cc4)ccc3O[C@H]2[C@@H](CO)O1)NC1CCCC1	6	4[16.7 µM]	0	-11	2	-5	2.0
O=C(OCc1nnc(-c2cccs2)o1)c1cccnc1Cl	33	-4	-3	-2	-9	-3	2.3
CCOC(=O)c1c(NC(=O)CN2CCCCC2)sc2c1CCN(C(=O)OCC)C2	-32	nt	-4	nt	13	nt	0.3
CCOC(=O)C[C@H]1c2ccccc2S(=O)(=O)N1C1CC1	2	-6	-3	-8	-4	8	1.2
CC(=O)c1cccc(NC(=O)N2CCCC2C(=O)Nc2ccc3c(c2)OCO3)c1 (centres undefined)	-4	-8	0	28	-5	-18	4.1
O=C(O)CCCC(=O)Nc1ccccc1SCCS(=O)(=O)c1ccc(Cl)cc1	17	-7	2	4	5	1	-3.6
Cc1ccc(NC(=S)N2CCC(c3nc4ccccc4s3)CC2)cc1	-12	1	-8	nt	-7	nt	-1.3
Cc1ccc(S(=O)(=O)N2CCOCC2)cc1NC(=O)COC(=O)c1cc(=O)c2ccccc2o1	4	nt	nt	3	nt	-6	nt
COC(=O)c1cc(NC(=S)NCc2ccc(Cl)cc2)cc(C(=O)OC)c1	-34	nt	nt	0	-13	nt	nt
C=CCN=C1NC(c2cccc(F)c2)C(C(=O)OC)=C(C)N1Cc1cccc(C(F)(F)F)c1 (centres undefined)	-35	nt	-10	-13	14	-5	0.3
C[C@H]1CCCCO[C@@H](CN(C)S(=O)(=O)c2ccc(F)cc2)[C@@H](C)CN([C@@H](C)CO)C(=O)c2cc(N(C)C)ccc2O1	-24	-13[16.7 µM]	-4	22	0	1	-2.5
O=C(NC1CCCc2c1cnn2-c1cc(F)cc(F)c1)c1ccc[n+]([O-])c1 (centres undefined)	9	1	-4	nt	6	0	-1.6
CCC1=C(OC(=O)N(CC)CC)N2C(=O)OC(=NCC(=O)OC)[C@]2(C)[C@H]2C1=CC[C@H]1C(=O)N(CC(=O)OC)C(=O)[C@H]12	9	-3	1	4	-9	-12	0.1
CC(C)CC#Cc1ccc([C@@H]2[C@H](CO)N3C(=O)CN(C(=O)c4cccc(F)c4)C[C@@H]23)cc1	-10	nt	0	20	-8	1	5.7
Cc1ccc(S(=O)(=O)N(C)C[C@@H]2Oc3c(NS(=O)(=O)c4cccs4)cccc3C(=O)N([C@@H](C)CO)C[C@H]2C)cc1	5	3[16.7 µM]	6	-19	-10	nt	2.8
Cc1ccccc1-c1cnc2c(c1)C(=O)N([C@H](C)CO)C[C@H](C)[C@H](CN(C)Cc1cccnc1)O2	20	1[16.7 µM]	18	nt	0	nt	0.8
CCN(CC)c1ccc2cc(-c3nc(-c4cc5ccccc5oc4=O)cs3)c(=O)oc2c1	8	1	1	2	-29	-9	?
CCOc1ccccc1NC(=O)CN1C(=O)COc2ccccc21	1	-17	-7	-12	17	-1	2.2
NS(=O)(=O)c1cccc(NC(=O)CSc2nnc(NC3CC3)s2)c1	nt	-3	13	-8	2	-6	0.6
CCOC(=O)NC(=O)c1cn(Nc2ncc(C(F)(F)F)cc2Cl)c(=O)[nH]c1=O	2	nt	-1	-1	0	1	1.7

Assay outcomes: PubChem BioAssay, Broad Institute
